Screening data: PubChem, several laboratories
MrgX1 antag – antagonists of human MrgX1 receptor, primary screen, HEK293 cells, Fluo-4 calcium flux. Mas-related G-protein coupled receptor member X1 (Homo sapiens), Q96LB2. BAM8-22 antagonism; hits give low values. B-score at 10 µM. 310,000 compounds, 1.3% hits;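 active means calcium-response B-score plate-corrected more than 3 library SD below zero, starting fluorescence within 5 deviations, no agonist response on first addition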;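 further: peak minus trough fluorescence over baseline after final BAM8-22 challenge near maximal dose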
Target sequence (Q96LB2 whole entry, looked up): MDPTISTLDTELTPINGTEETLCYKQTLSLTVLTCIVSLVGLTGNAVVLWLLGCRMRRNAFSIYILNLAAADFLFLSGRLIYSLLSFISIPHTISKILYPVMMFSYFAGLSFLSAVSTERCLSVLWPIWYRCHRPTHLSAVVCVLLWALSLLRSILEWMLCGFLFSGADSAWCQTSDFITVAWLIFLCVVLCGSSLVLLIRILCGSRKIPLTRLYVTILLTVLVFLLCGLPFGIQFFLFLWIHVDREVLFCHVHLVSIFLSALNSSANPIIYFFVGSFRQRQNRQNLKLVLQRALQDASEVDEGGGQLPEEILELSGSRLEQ
SKKanGAS inh – S. pyogenes SKKanGAS growth inhibitors in kanamycin, primary screen, streptokinase expression inhibitor project, SKKanGAS strain, BacTiter-Glo luminescence | 6 h | inhibition, % at 7.5 µM | 300,000 compounds, 1.3% hits;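 active means mean replicate score, as percent of positive control median, at least 50; inconclusive means mean below 50 but one replicate at or above 50; inactive means mean and every replicate below 50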;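 further: strain carries kanamycin resistance gene driven by streptokinase promoter and grows in 40 µg/ml kanamycin; loss of luminescence reflects streptokinase promoter inhibition or plain growth inhibition; 0% = median of DMSO wells and 100% = positive control at its reference dose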
TMEM16A inh – TMEM16A chloride channel inhibitors, primary screen, cell-based, HTS. 310,000 compounds, 1.2% hits. normalized B-score (activity score, 25-100; higher = stronger inhibition) at 10 µM. AID 588511, 2011. HEK293 TMEM16A/YFP iodide influx fluorescence, ionomycin. Anoctamin-1 (Mus musculus), Q8BHY3;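 active means ratio plate-corrected score three or more library SD toward inhibition, starting fluorescence score within five deviations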;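 further: score derived from kinetic fluorescence span divided by baseline fluorescence per well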
TRPC6 activator – mouse TRPC6 channel activators, primary screen, cell-based, HEK293, membrane potential dye | Short transient receptor potential channel 6 (Mus musculus), Q61143 | HEK293-TRPC6 membrane potential dye fluorescence; hits give high values | B-score at 10 µM | 310,000 compounds, 0.13% hits;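 active means B-score of the integrated fluorescence ratio above library mean plus 3 SD, and starting fluorescence ratio within library mean plus 5 SD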;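 further: higher score means more depolarization so channel activation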
TRPC6 inh – mouse TRPC6 channel inhibitors, primary screen, cell-based, HEK293, membrane potential dye; 310,000 compounds, 1.1% hits; ACh-evoked depolarization; hits give low values; B-score at 10 µM; AID 2553, 2010;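 active means B-score under library mean minus 3 SD, initial fluorescence not abnormally high, positive integrated signal ratio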;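 further: B-score derived from integrated fluorescence ratio over the kinetic read; more negative B-score means stronger inhibition of depolarization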
RGS4 pot – RGS4 potentiators or activators, primary screen, cell-based, HEK293 M3R inducible RGS4, calcium flux; carbachol calcium flux Fluo4; hits give low values; B-score at 10 µM; 310,000 compounds, 0.92% hits; AID 463111, 2010;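 active means B-score of the integrated calcium signal more than 4 SD below the library mean, with starting fluorescence not abnormally high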;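 further: negative B-score means reduced calcium response which marks RGS4 activation or potentiation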
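test system = HEK293 cells with stable M3R and inducible RGS4 | schedule = recording 10 s baseline at 1 Hz, 100 s post-agonist | technique = Fluo4-AM (2 µM) calcium-flux fluorescence, kinetic read | measure = Agonist-evoked peak-minus-minimum fluorescence over baseline, integrated ratio, B score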
RGS4 inh – RGS4 inhibitors, primary screen, cell-based, HEK293 M3R inducible RGS4, calcium flux; Regulator of G-protein signaling 4 (Homo sapiens), P49798; Fluo-4 calcium flux; hits give high values; triggered by carbachol at its EC20; 310,000 compounds, 0.45% hits; B-score at 10 µM;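 active means B-score, a plate-corrected calcium signal, over three deviations above library mean, with baseline fluorescence within five deviations of library mean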;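 further: RGS4 expression induced by doxycycline in cells with stable M3 receptor; B-score is computed from the integrated fluorescence ratio over baseline after carbachol; higher B-score means a larger calcium signal and so more RGS4 inhibition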
Target sequence (P49798 whole entry, looked up): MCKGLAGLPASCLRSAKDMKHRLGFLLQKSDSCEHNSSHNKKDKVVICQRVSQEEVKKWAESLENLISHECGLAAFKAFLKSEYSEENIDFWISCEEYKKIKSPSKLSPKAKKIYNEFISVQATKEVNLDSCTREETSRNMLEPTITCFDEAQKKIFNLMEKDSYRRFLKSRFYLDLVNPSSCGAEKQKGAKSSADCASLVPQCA
MrgX1 PAM – positive allosteric modulators of MrgX1, primary screen, HEK293 cells, Fluo-4 calcium flux | FDSS; hits give high values | B-score at 10 µM | 310,000 compounds, 0.63% hits;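 active means plate-corrected calcium response at least 3 library SD above typical, normal starting fluorescence, not activating the receptor alone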;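 further: compound read alongside a low EC10 to EC30 dose of BAM8-22 agonist; peak minus trough fluorescence over baseline measured at the second addition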
TMEM16A act – TMEM16A chloride channel activators or potentiators, primary screen, cell-based, HTS; B-score at 10 µM; Anoctamin-1 (Mus musculus), Q8BHY3; 340,000 compounds, 0.3% hits; HEK293 TMEM16A/YFP-H148Q/I152L, iodide quench fluorescence; hits give low values;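 active means fluorescence-ratio B-score plate-corrected deviation score at least 3 library SD below zero, with starting fluorescence score within 5 deviations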;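 further: channel opened by trigger with iodide after compound preincubation; score built on the fluorescence ratio of max minus min over baseline; more negative score means more quench and so TMEM16A activation or potentiation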
HDAC3 inhib – HDAC3 deacetylase inhibitors, primary screen, biochemical, fluorescence, cell-free homogeneous | recombinant HDAC3, fluorogenic peptide/trypsin coupled | inhibition, % at 8.3 µM | 320,000 compounds, 0.15% hits | AID 2718, 2010; in the data active means inhibition above about 26%, passing the limit was not always enough; inconclusive means no clear call, values can overlap the other calls
Target sequence (O15379 whole entry, looked up): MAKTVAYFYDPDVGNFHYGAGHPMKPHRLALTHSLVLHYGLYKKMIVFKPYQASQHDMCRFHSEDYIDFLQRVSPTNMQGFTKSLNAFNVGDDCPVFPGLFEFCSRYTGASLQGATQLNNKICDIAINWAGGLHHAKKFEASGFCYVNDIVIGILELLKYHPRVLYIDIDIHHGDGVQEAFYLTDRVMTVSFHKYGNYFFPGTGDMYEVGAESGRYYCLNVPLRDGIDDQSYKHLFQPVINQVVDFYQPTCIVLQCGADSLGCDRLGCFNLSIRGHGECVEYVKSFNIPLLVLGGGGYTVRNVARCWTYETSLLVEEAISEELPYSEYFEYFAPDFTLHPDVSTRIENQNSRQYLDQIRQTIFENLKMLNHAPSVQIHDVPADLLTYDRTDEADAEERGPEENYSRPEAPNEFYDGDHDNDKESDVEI
MrgX1 agonist – agonists of human MrgX1 receptor, primary screen, HEK293 cells, Fluo-4 calcium flux; B-score at 10 µM; Fluo-4 calcium fluorescence, agonist mode; hits give high values; Mas-related G-protein coupled receptor member X1 (Homo sapiens), Q96LB2; 310,000 compounds, 0.44% hits;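 active means calcium response B-score plate-corrected fluorescence ratio at least 3 library SD, with starting fluorescence B-score inside 5 SD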
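Material: MrgX1-expressing HEK293 cells; input: 15,000 cells per well; doses: test compound given as first of three sequential additions; schedule: overnight plating before 1 h dye loading; technique: Fluo-4 NW calcium-flux fluorescence, kinetic read; evaluation: baseline-normalised fluorescence change ratio, B-scored; control set: plate-wise positive and negative controls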
* = called active by the depositor; i = inactive; ? = inconclusive; / = not tested or not shown.

structure | MrgX1 antag | SKKanGAS inh | TMEM16A inh | TRPC6 activator | TRPC6 inh | RGS4 pot | RGS4 inh | MrgX1 PAM | TMEM16A act | HDAC3 inhib | MrgX1 agonist
Cc1cccc2sc(N(CCCN(C)C)C(=O)c3sc4ccccc4c3Cl)nc12 | i | / | i | / | / | / | / | i | i | 4 | i
CC1(C)CC(=O)C=C(Nc2ccc(OCC(F)(F)C(F)F)cc2)C1 | i | -5 | i | i | i | i | i | i | i | 6 | i
COCCn1cnc2c1c(=O)n(Cc1ccc(C#N)cc1)c(=O)n2Cc1ccccc1 | i | -4 | i | i | i | i | i | i | i | -3 | i
C=CC(O)(C#CCN(CC)CC)c1ccccc1 (stereo not drawn) | i | -25 | i | i | i | i | i | i | i | -4 | i
O=S(=O)(Nc1ccc(-c2cn3cccnc3n2)cc1)c1ccccc1 | i | -6 | i | i | i | i | i | i | i | -12 | i
Cc1cccc(OCc2nnc(SCC(=O)N3c4ccccc4Sc4ccc(Cl)cc43)o2)c1 | i | 10 | i | i | i | i | i | i | i | 0 | i
O=C(CSc1nnc(-c2cnccn2)n1Cc1ccco1)c1ccccc1 | i | -7 | i | i | i | i | i | i | i | 6 | i
COCc1cc(C)nc(SCC(=O)Nc2ccc(N3CCOCC3)cc2)c1C#N | i | 1 | i | i | i | i | i | i | i | ? | i
N#CC1=C(N)N(c2ccccc2)C(c2ccccc2)C1(C#N)C#N (stereo not drawn) | i | 4 | i | i | i | i | i | i | i | -5 | i
COc1ccccc1-c1nc2n(n1)C(c1ccccc1Cl)C(C(N)=O)=C(C)N2 (stereo not drawn) | i | -1 | i | i | i | i | i | i | i | 6 | i
Cc1nc2c(cnn2-c2ccccc2Cl)c(=O)n1-c1ccc(C(C)C)cc1 | i | 0 | i | i | i | i | i | i | i | 5 | i
O=C(Cn1c(=O)c2c(ncn2Cc2ccccc2)n(Cc2ccccc2)c1=O)N1CCc2ccccc21 | i | -3 | i | i | i | i | i | i | i | ? | i
Cc1ccc(N2CC(=O)Nc3c(oc4nc(-c5ccccc5)cc(C)c34)C2=O)cc1 | i | 12 | i | i | i | i | i | i | i | 5 | i
Cc1cc(S(=O)(=O)N2CCOCC2)ccc1OCC(=O)Nc1ccc(F)cc1F | i | 2 | i | i | i | i | i | i | i | -4 | i
CN(C)c1ccc(/C=C2\C(=N)N3C(=NC2=O)Sc2cc(S(C)(=O)=O)ccc23)cc1 | i | 19 | i | i | i | i | i | i | / | 5 | 29*
O=c1c2ccccc2cnn1Cc1n[nH]c(=S)n1-c1ccccc1Cl | i | -2 | i | i | i | i | i | i | i | 3 | i
O=C(c1ccc2c(c1)OCO2)N1CCC2(CC1)Oc1ccc(F)cc1C(=O)C21CC(c2cccnc2)=NO1 (stereo not drawn) | i | 5 | i | i | i | i | i | i | i | -3 | i
CC(C)c1onc(C(=O)N(C)C2CCCCC2)c1[N+](=O)[O-] | i | 1 | i | i | i | i | i | i | i | -2 | i
CC1(C)CC(NC(=O)c2ccccn2)CC(C)(C)N1O | i | -3 | i | i | i | i | i | i | i | 2 | i
CC1CCCN(c2nc3nonc3nc2Nc2ccccc2F)C1 (stereo not drawn) | i | 12 | i | i | i | i | i | i | i | -9 | i
Cc1ccc(NC(=O)CSc2nnc(-c3ccc(S(=O)(=O)N4CCOCC4)cc3)n2C)cc1 | i | 4 | i | i | i | i | i | i | i | -1 | i
COc1cc(-c2noc(CCC(=O)NC3CCCC3)n2)cc(OC)c1OC | i | -4 | i | i | i | i | i | i | i | 2 | i
NC(=O)CC(NC(=O)c1ccccc1)c1ccc(N2CCC(Cc3ccccc3)CC2)c([N+](=O)[O-])c1 (stereo not drawn) | i | 22 | i | i | i | i | i | i | i | -7 | i
COc1ccc(OC)c(Nc2nc3ccc(C)cc3n3cnnc23)c1 | i | -5 | i | i | i | i | i | i | i | 7 | i
CC1CCC(C(C)C)C(OCC(O)CNC(C)(C)C)C1 (stereo not drawn) | i | -19 | i | i | i | i | i | i | i | 3 | i
COc1ccccc1CN1CCNC(=O)C1CC(=O)N(C)CC1CCOCC1 (stereo not drawn) | i | -1 | i | i | i | i | i | i | i | -2 | i
CC(=O)NC(=S)Nc1ccc(-c2nc3ccc(C)cc3s2)cc1 | i | 1 | i | i | i | i | i | i | i | 6 | i
COc1ccccc1-n1c(=S)[nH]c2c(sc(=S)n2-c2ccccc2)c1=O | i | 8 | i | i | i | i | i | i | i | 3 | i
CC(=O)NCCCCCCNC(C)=O | i | -2 | i | i | i | i | i | i | i | 7 | i
COc1ccc(N2CCN(S(=O)(=O)c3cc(-c4cc(C)no4)ccc3C(C)C)CC2)cc1 | i | -13 | i | i | i | i | i | i | i | -7 | i

(continued)
structure | MrgX1 antag | SKKanGAS inh | TMEM16A inh | TRPC6 activator | TRPC6 inh | RGS4 pot | RGS4 inh | MrgX1 PAM | TMEM16A act | HDAC3 inhib | MrgX1 agonist
COc1ccc(C(=O)NCCc2c[nH]c3ccccc23)cc1OC | i | -4 | i | i | i | i | i | i | i | -1 | i
COCc1cc(C)nc(SCC[N+](C)(C)CC(=O)c2ccc(Br)cc2)c1C#N | i | 3 | i | i | i | i | i | i | i | 0 | i
O=C(NNC(=O)c1ccccc1F)c1ccc(-n2cncn2)c([N+](=O)[O-])c1 | i | 2 | i | i | i | i | i | i | i | -3 | i
O=C(Cn1c(=O)oc2cc(S(=O)(=O)N3CCCCCC3)ccc21)NC1CCCCCCC1 | i | -4 | i | i | i | i | i | i | i | -3 | i
CCC(=O)c1ccc(OCC(O)Cn2nc(C)c(Br)c2C)cc1 (stereo not drawn) | i | -8 | i | i | i | i | i | i | i | -1 | i
Cc1ccccc1C(=O)Nc1ccc(C(=O)NNC(=O)CCCOc2ccc(Cl)cc2Cl)cc1 | i | -8 | i | i | i | i | i | i | i | 2 | i
CCCc1cc(=O)[nH]c(SCc2csc(-c3ccccc3)n2)n1 | i | 1 | i | i | i | i | i | i | i | 0 | i
CC1CCCCC1NC(=O)c1ccc(S(=O)(=O)NNC(=O)c2ccncc2)cc1 (stereo not drawn) | i | 14 | i | i | i | i | i | i | i | -2 | i
COc1cc(NC(=O)c2cccc(C)c2)c(Cl)cc1[N+](=O)[O-] | i | 3 | i | i | i | i | i | i | i | 0 | i
O=S(=O)(NCCc1ccncc1)c1ccccc1 | i | -6 | i | i | i | i | i | i | i | 5 | i
CCCCn1c(N)c(N(Cc2ccccc2OC)C(=O)C2=COCCO2)c(=O)[nH]c1=O | i | -2 | i | i | i | i | i | i | i | -2 | i
Cc1ccc(C(=O)NNC(=S)Nc2cccc(Cl)c2Cl)cc1[N+](=O)[O-] | i | -5 | i | i | i | i | i | i | i | 6 | i
Cc1ccc(S(=O)(=O)N2CCOC2CNC(=O)C(=O)NCCCc2ccccc2)cc1 (stereo not drawn) | i | 2 | i | i | i | i | i | i | i | 5 | i
CC(NC(=O)NC12CC3CC(CC(C3)C1)C2)C1CCCO1 (stereo not drawn) | i | -3 | i | i | i | i | i | i | i | 1 | i
Nc1nc(SCC(=O)NCC2CCCO2)[nH]c(=O)c1NC(=O)c1ccco1 (stereo not drawn) | i | -3 | i | i | i | i | i | i | i | 0 | i
CCOC(=O)c1cccc(N2C(=O)C3C(C(=O)NC4CC4)C4(C)C=CC3(O4)C2C(=O)NC(C)(C)C)c1 (stereo not drawn) | i | -4 | i | i | i | i | i | i | i | 7 | i
CCCCC(=O)N/N=C(\C)CC(=O)Nc1cc(Cl)ccc1OC | i | 2 | i | i | i | i | i | i | i | 3 | i
CC1CN(C(C)C)C(C)CC1OC(=O)c1ccccc1 (stereo not drawn) | i | 0 | i | i | i | i | i | i | i | -10 | i
O=C(NCc1ccco1)C(=O)NCC1OCCCN1S(=O)(=O)c1ccc(F)cc1 (stereo not drawn) | i | -1 | i | i | i | i | i | i | i | -1 | i
Cc1cccc(NC(=O)CSc2n[nH]c(-c3ccncc3)n2)c1C | i | 2 | i | i | i | i | i | i | i | 0 | i
O=C(Nc1ccccc1)c1cc2ccccc2o1 | i | 14 | i | i | i | i | i | i | i | 6 | i
COc1ccccc1C(=O)C1CCCN(C(=O)C2=CC(=O)CC(C)(C)O2)C1 (stereo not drawn) | i | -7 | i | i | i | i | i | i | i | 0 | i
COc1ccc(Cc2nc3ccc(C(=O)NCC4CCOCC4)cc3o2)cc1OC | i | -3 | i | i | i | i | i | i | i | -1 | i
CCc1ccc(-n2c(=S)sc3c(=O)n(-c4ccccc4OC)c(=S)[nH]c32)cc1 | i | 6 | i | i | i | i | i | i | i | -2 | i
CN(C)c1ncc(S(=O)(=O)c2ccc(Cl)cc2)c(-c2ccccc2)n1 | i | 22 | i | i | i | i | i | i | i | 5 | i
O=C1NC(Cc2c[nH]c3ccccc23)C(=O)N1CCOc1ccccc1 (stereo not drawn) | i | 4 | i | i | i | i | i | i | i | 1 | i
CCc1c(O)nc(SCC(=O)Nc2ccccc2OC)n(-c2ccccc2C)c1=O | i | 30 | i | i | i | i | i | i | i | 0 | i
O=C(NCc1ccc(Cl)cc1)NCC(F)(F)F | i | 3 | i | i | i | i | i | i | i | -4 | i
CC1CCC/C=C/C(=O)c2c(O)cc(O)cc2CC(=O)O1 (stereo not drawn) | i | -1 | i | i | i | i | i | i | i | -2 | i
O=C(c1cc(COc2ccc(F)cc2Cl)on1)N1CCCCCC1 | i | 2 | i | i | i | i | i | i | i | / | i
